Neddylation inh – inhibitors of cullin neddylation, primary screen, biochemical, TR-FRET, uHTS, NAE and Ubc12 | calls only at 25 µM | AID 651699, 2012 | NEDD8-conjugating enzyme Ubc12 (Homo sapiens) + NEDD8-activating enzyme E1 regulatory … | 360,000 compounds, 0.58% hits; in the data active = inhibition above about 36%
Target sequence (P61081 whole entry, looked up): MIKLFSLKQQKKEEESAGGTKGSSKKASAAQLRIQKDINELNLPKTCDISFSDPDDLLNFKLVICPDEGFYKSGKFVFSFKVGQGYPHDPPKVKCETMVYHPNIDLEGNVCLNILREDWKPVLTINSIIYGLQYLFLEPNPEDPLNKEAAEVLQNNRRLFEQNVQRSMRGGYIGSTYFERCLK
Target sequence (Q13564 whole entry, looked up): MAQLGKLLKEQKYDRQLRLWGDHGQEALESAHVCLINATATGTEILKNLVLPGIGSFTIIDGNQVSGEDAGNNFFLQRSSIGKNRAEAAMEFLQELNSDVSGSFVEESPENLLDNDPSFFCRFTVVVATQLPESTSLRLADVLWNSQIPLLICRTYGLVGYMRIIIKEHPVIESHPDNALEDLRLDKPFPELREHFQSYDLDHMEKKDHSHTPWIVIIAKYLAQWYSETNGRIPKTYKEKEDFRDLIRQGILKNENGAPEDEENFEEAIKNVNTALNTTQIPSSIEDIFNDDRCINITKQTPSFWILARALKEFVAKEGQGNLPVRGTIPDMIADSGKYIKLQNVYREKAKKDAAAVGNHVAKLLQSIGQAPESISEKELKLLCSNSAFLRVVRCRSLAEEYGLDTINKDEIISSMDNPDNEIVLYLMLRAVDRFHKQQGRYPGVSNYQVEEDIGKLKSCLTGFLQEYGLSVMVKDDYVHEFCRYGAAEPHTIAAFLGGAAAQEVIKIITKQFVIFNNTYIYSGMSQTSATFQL
MsrA act – bovine MsrA enzyme activators, primary screen, biochemical, absorbance, HTS; Methionine sulfoxide reductase A (Bos taurus); purified bovine MsrA, absorbance read-out; activation, % at 10.6 µM; 360,000 compounds, 0.3% hits; AID 602163, 2012; in the data active = activation above about 7.5%;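 also: 0% = vehicle and 100% = reference activator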
FAS TE block – FAS thioesterase domain inhibitors, primary screen, biochemical, fluorescence intensity, uHTS | Fatty acid synthase (Homo sapiens), P49327 | recombinant FAS-TE, OMFH fluorogenic substrate, fluorescence endpoint | inhibition, % at 15 µM | 360,000 compounds, 0.67% hits;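 active = compounds whose normalised, plate-corrected inhibition of enzyme fluorescence in the single-dose primary screen is 50% or more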;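 also: 0% = DMSO with enzyme and 100% = substrate without enzyme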
SKN-1 block – suppressors of acrylamide-induced Pgst-4::GFP reporter in worms, primary screen, SKN-1 inhibitor project, whole organism, uHTS, GFP/RFP fluorescence ratio, strain VP596 | C. elegans VP596 Pgst-4::GFP/RFP ratio, 24 h | inhibition, % at 21.8 µM | 360,000 compounds, 0.49% hits;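 active = interference check ratio from 0.5 to 1.5 plus GFP to RFP signal ratio inhibition reaching or exceeding a fixed threshold, cut at about 30% in these data, passing the limit was not always enough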; also: some compounds called inactive have numbers as strong as hits
MLLE-PAM2 inh – inhibitors of PABP1 MLLE–PAM2 peptide binding, primary screen, biochemical, fluorescence polarization, FITC-PAM2, GST-MLLE; Polyadenylate-binding protein 1 (Homo sapiens), P11940; inhibition, % at 20 µM; 360,000 compounds, 0.36% hits; in the data active = inhibition above about 35%, passing the limit was not always enough;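 also: plate controls were DMSO wells with GST-MLLE for no effect and wells lacking GST-MLLE protein for full effect; some results filed as inactive read as strong as hits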
Rin1 Abl inh – inhibitors of Rin1-Abl protein binding, primary screen, biochemical, TR-FRET | 360,000 compounds, 0.4% hits | AID 588664, 2011 | inhibition, % at 7.35 µM | Tyrosine-protein kinase ABL1 (Homo sapiens) + Ras and Rab interactor 1 (Homo sapiens), …; in the data active = inhibition above about 5%, passing the limit was not always enough
CendR NRP1 mod – modulators of CendR peptide binding to NRP-1, primary screen, biochemical, fluorescence polarization, uHTS; Neuropilin-1 (Homo sapiens), O14786; FAM-RPARPAR peptide binding to NRP-1; inhibition, % at 25 µM; 360,000 compounds, 0.85% hits;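 active = inhibition or corrected inhibition above about 18%, plus a signal ratio from 0.5 to 1.5, limit read from the data, passing the limit was not always enough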; also: strong numbers were not always called active
MT1-MMP act inh – blockers of MT1-MMP proenzyme processing, primary screen, HT1080 RFP-PRO-GFP cells, GFP/RFP fluorescence; Matrix metalloproteinase-14 (Homo sapiens), P50281; GFP/RFP ratio change, % at 20 µM; 360,000 compounds, 0.061% hits; AID 651647, 2012; GFP/RFP ratio fluorescence, overnight; percent of plate control window, DMSO zero;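 active = GFP/RFP ratio change of at least 30% with cell ATP level not reduced by more than half and red fluorescence within 50% of control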; also: strong numbers were not always called active
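Material – HT1080 RFP-PRO-GFP cells · Control set – DMSO wells and RFP-L50D-GFP cells · Incubation – overnight cell settling, then overnight compound exposure, 37 °C, 5% CO2 · Compound dosing – single-point 20 µM compound, 1% DMSO · Read-out – GFP/RFP fluorescence ratio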
E coli Lon inh – inhibitors of E. coli Lon protease, primary screen, biochemical, fluorescence polarization | inhibition, % at 7.94 µM | 360,000 compounds, 0.42% hits | purified E. coli Lon protease; in the data active = inhibition above about 13%, passing the limit was not always enough;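 also: 0% = enzyme with probe and DMSO and 100% = no enzyme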
Starred values were filed as active, the others as inactive; i = inactive; + = active, no number.

entry	molecule	Neddylation inh	MsrA act	FAS TE block	SKN-1 block	MLLE-PAM2 inh
1	COc1ccccc1C(=O)NC(CCSC)C(=O)NNC(=O)c1ccncc1 (centres undefined)	i	-1	-3	1	13
2	CN(Cc1cccc(F)c1)C(=O)c1cccc(S(=O)(=O)N2CCN(Cc3ccccc3)CC2)c1	i	-2	18	-3	-5
3	O=C1/C(=C\c2c(NCCOCCO)nc3ccccn3c2=O)SC(=S)N1Cc1ccco1	i	-1	-34	81	-87
4	Nc1ccccc1Nc1ccc([N+](=O)[O-])cc1[N+](=O)[O-]	i	-4	2	7	12
5	CCc1nc2ccccc2n1Cc1ccccc1F	i	-4	-3	-1	11
6	CCOC(=O)C1CCCc2c1[nH]c1c(C(N)=O)cccc21 (centres undefined)	i	-2	-9	10	12
7	CCN(CC)S(=O)(=O)c1cccc(C(=O)NC(C(=O)NC2=NCCS2)C(C)C)c1 (centres undefined)	i	-3	-2	-13	18
8	OCC1(CCOc2ccccc2)CCN(Cc2nc3ccc(F)cc3[nH]2)CC1	i	-3	9	4	-10
9	COc1ccc(C)c2sc(N(CCCN(C)C)C(=O)c3ccc(S(=O)(=O)N(C)C)cc3)nc12	i	-2	-2	7	-2
10	CCc1ccc(N(C(=O)c2snc(C(N)=O)c2N)C(C(=O)NC2CCCC2)c2ccco2)cc1 (centres undefined)	+	-1	18	19	10
11	COc1ccccc1C1NC(=O)CS1 (centres undefined)	i	-3	-10	22	4
12	COc1ccccc1CNCC(=O)Nc1cc(S(=O)(=O)N2CCCCCC2)ccc1Cl	i	-1	23	-10	-12

entry	Rin1 Abl inh	CendR NRP1 mod	MT1-MMP act inh	E coli Lon inh
1	-2	-4	-4	-4
2	0	6	1	2
3	-4	-68	-27	-292
4	-4	2	3	0
5	-4	-4	2	4
6	0	6	0	5
7	0	7	0	-3
8	1	-6	7	6
9	-2	16	-1	-9
10	3	8	-4	-9
11	-1	-4	1	-13
12	0	-1	4	-12

Following part:
entry	molecule	Neddylation inh	MsrA act	FAS TE block	SKN-1 block	MLLE-PAM2 inh
13	CC(C)N1CCc2c(sc(N)c2C#N)C1	i	-3	-28	15	-3
14	CC(C)CCn1nnnc1CN1CCN(C(=O)c2ccco2)CC1	i	0	-4	11	16
15	COCCNC(=O)C(c1ccc(C)o1)N(Cc1ccc(F)cc1)C(=O)Cn1nnc2ccccc21 (centres undefined)	i	0	2	7	-2
16	Cc1c(CCCN)c2ccccc2n1Cc1ccccc1	i	-5	-16	-5	-7
17	COc1ccc(NC(=O)CN2CCC(C)CC2)cc1	i	-5	-5	3	-8
18	COc1ccc(S(N)(=O)=O)cc1C(=O)NCC(C)(C)N1CCCCC1	i	-4	-4	-16	-5
19	O=C(NCc1ccccc1)c1cc(C2COCCN2C(=O)C/C=C/c2ccccc2)on1 (centres undefined)	i	-3	-2	1	12
20	Cc1sc(NC(=O)CSc2nnc(COc3ccc(Cl)cc3)n2C)c(C#N)c1C	i	1	1	12	-66
21	Cc1ccc2nc(-c3ccc(SCC(=O)N4CCc5ccccc54)nc3)[nH]c2c1	i	-5	11	-4	-17
22	COCC(=O)N1CCCc2ccccc21	i	2	-1	-3	-9
23	COc1c(C)cc(Br)cc1C(=O)Nc1ccccc1C	i	-3	21	5	-1
24	CCNC(=S)NNC(=O)CCn1cc(C)cn1	i	-3	-12	-5	16

entry	Rin1 Abl inh	CendR NRP1 mod	MT1-MMP act inh	E coli Lon inh
13	-2	86	-34	-64
14	-2	11	0	7
15	-1	-6	-6	0
16	-2	-7	-16	1
17	4	-3	2	-3
18	1	-4	3	3
19	-4	-3	-2	2
20	0	-4	2	4
21	-2	-5	1	13
22	1	3	1	-4
23	-2	6	0	-4
24	-1	4	-8	7

Continued.
entry	molecule	Neddylation inh	MsrA act	FAS TE block	SKN-1 block	MLLE-PAM2 inh
25	CCCCCCc1ccc(OCC(=O)O)cc1OCC(=O)O	i	-1	-2	-3	0
26	OC(CN1CCCCC1)c1ccc(Br)cc1 (centres undefined)	i	-9	-6	15	-2
27	Cn1c(N)c(C(=O)COC(=O)CCC(=O)c2cccs2)c(=O)n(C)c1=O	i	-2	-4	-10	-6
28	OCCN(CCO)CC(O)COc1ccc(C23CC4CC(CC(C4)C2)C3)cc1 (centres undefined)	i	0	-2	12	-3
29	COc1cc(-c2nnc(NC(=O)CS(=O)(=O)c3ccc(C)cc3)o2)cc(OC)c1OC	i	-2	-3	3	10
30	Cc1nonc1OCCn1nnnc1N	i	-3	-9	3	6
31	O=C(CCN1C(=O)COc2ccccc21)NCCN1CCc2ccccc2C1	i	-1	-7	7	8
32	COc1ccc(NC(=O)c2cnn3c(C(F)(F)F)cc(-c4ccco4)nc23)cc1OC	i	-11	0	-22	-2
33	O=C(Cn1nnc(-c2ccccc2)n1)N1CCN(c2ccc(F)cc2)CC1	i	-4	-5	-10	-2
34	COC(=O)c1ccc(CN2CCC(CO)(CCOc3ccccc3)CC2)cc1	i	6	-2	22	1
35	CCOc1ccc(N2C(=O)C3C(c4ccc(OC)cc4OC)NC(CCSC)(C(=O)OC)C3C2=O)cc1 (centres undefined)	i	-2	12	-11	-7
36	COc1ccc(N=C(NN)c2ccc3ccccc3n2)cc1	i	-4	3	-2	8

entry	Rin1 Abl inh	CendR NRP1 mod	MT1-MMP act inh	E coli Lon inh
25	3	-22	5	-9
26	5	4	0	10
27	1	6	0	0
28	-5	-16	-1	2
29	-2	-6	5	-1
30	3	3	4	-9
31	0	-1	0	5
32	2	-7	1	-19
33	2	16	-3	-8
34	1	4	1	-7
35	-3	-5	0	-10
36	0	0	-4	-7

Record cards, from the list above. Values in the order: Neddylation inh, MsrA act, FAS TE block, SKN-1 block, MLLE-PAM2 inh, Rin1 Abl inh, CendR NRP1 mod, MT1-MMP act inh, E coli Lon inh
OCCN(CCO)CC(O)COc1ccc(C23CC4CC(CC(C4)C2)C3)cc1 (centres undefined) as listed: i, 0, -2, 12, -3, -5, -16, -1, 2
COc1cc(-c2nnc(NC(=O)CS(=O)(=O)c3ccc(C)cc3)o2)cc(OC)c1OC as listed: i, -2, -3, 3, 10, -2, -6, 5, -1

Further entries:
entry	molecule	Neddylation inh	MsrA act	FAS TE block	SKN-1 block	MLLE-PAM2 inh
37	Cc1ccc(S(=O)(=O)N2CCOCC2)cc1C(=O)OC(C)C(=O)NC1CCCC1 (centres undefined)	i	-2	-3	-8	10
38	Cn1c(-c2ccc3c(c2)OCO3)cnc1NCc1ccc(Cl)cc1	i	-1	2	22	1
39	Cc1ccc(S(=O)(=O)Nc2ccc(NC(=O)Nc3ccc(F)cc3F)cc2)cc1	i	-8	13	-6	-21
40	O=C(NCC(c1cccs1)N1CCOCC1)c1ccccc1NS(=O)(=O)c1ccc(Br)cc1 (centres undefined)	i	-2	8	4	1
41	COc1cc(OC)cc(C(=O)NCC2CCCN(C(=O)c3csc(C)n3)C2)c1 (centres undefined)	i	-7	-7	-8	8
42	CCN(CC)CCN1C(=O)C2C(C(=O)Nc3cccc(SC)c3)C3C=CC2(O3)C1C(=O)NC1CCCC(C)C1C (centres undefined)	i	-4	-1	-17	8
43	CCOC(=O)c1c(C)c(C(=O)NCc2ccccn2)c(C)n1CC	i	7	-9	-3	11
44	CCCCC1(COC(=O)CCC(=O)O)C(=O)N(c2ccccc2)N(c2ccccc2)C1=O	i	-4	-4	5	-2
45	Cc1ccc(NS(=O)(=O)c2ccc(CCC(=O)NCCO)cc2)cc1	i	-9	-9	21	-6
46	CN(C)CCCNc1nc(-c2ccc(Cl)cc2)nc2ccccc12	i	-2	1	19	-18
47	COc1ccc(CN2C(=NC(=O)COc3ccccc3)SC3CS(=O)(=O)CC32)cc1 (centres undefined)	i	-2	-4	13	-2
48	CCC(C)c1ccc(-n2c(=O)c3ccccc3n3c(=S)[nH]nc23)cc1 (centres undefined)	i	0	-4	-2	-114

entry	Rin1 Abl inh	CendR NRP1 mod	MT1-MMP act inh	E coli Lon inh
37	2	-14	-3	-9
38	1	-2	2	-8
39	-2	5	-18	-1
40	-5	-17	-10	-8
41	1	10	2	9
42	0	5	5	-4
43	2	9	2	-3
44	-1	12	4	-9
45	0	4	1	0
46	-2	-3	-9	2
47	-3	8	5	3
48	1	1	3	1

In the list so far, these have fluorine.
entry	molecule	Neddylation inh	MsrA act	FAS TE block	SKN-1 block	MLLE-PAM2 inh
2	CN(Cc1cccc(F)c1)C(=O)c1cccc(S(=O)(=O)N2CCN(Cc3ccccc3)CC2)c1	i	-2	18	-3	-5
5	CCc1nc2ccccc2n1Cc1ccccc1F	i	-4	-3	-1	11
8	OCC1(CCOc2ccccc2)CCN(Cc2nc3ccc(F)cc3[nH]2)CC1	i	-3	9	4	-10
15	COCCNC(=O)C(c1ccc(C)o1)N(Cc1ccc(F)cc1)C(=O)Cn1nnc2ccccc21 (centres undefined)	i	0	2	7	-2
32	COc1ccc(NC(=O)c2cnn3c(C(F)(F)F)cc(-c4ccco4)nc23)cc1OC	i	-11	0	-22	-2
33	O=C(Cn1nnc(-c2ccccc2)n1)N1CCN(c2ccc(F)cc2)CC1	i	-4	-5	-10	-2
39	Cc1ccc(S(=O)(=O)Nc2ccc(NC(=O)Nc3ccc(F)cc3F)cc2)cc1	i	-8	13	-6	-21

entry	Rin1 Abl inh	CendR NRP1 mod	MT1-MMP act inh	E coli Lon inh
2	0	6	1	2
5	-4	-4	2	4
8	1	-6	7	6
15	-1	-6	-6	0
32	2	-7	1	-19
33	2	16	-3	-8
39	-2	5	-18	-1

Shown as a hit in Neddylation inh, among the entries above:
item	SMILES	Neddylation inh	MsrA act	SKN-1 block	MLLE-PAM2 inh	Rin1 Abl inh	CendR NRP1 mod	MT1-MMP act inh	E coli Lon inh
10	CCc1ccc(N(C(=O)c2snc(C(N)=O)c2N)C(C(=O)NC2CCCC2)c2ccco2)cc1 (centres undefined)	+	-1	19	10	3	8	-4	-9

Other compounds follow:
entry	molecule	Neddylation inh	MsrA act	FAS TE block	SKN-1 block	MLLE-PAM2 inh
49	COc1ccc(/C=N/NC(=O)COc2cccc3ccccc23)c(C(=O)O)c1OC	i	-1	-11	1	-5
50	O=[N+]([O-])c1ccc(OCC(O)CN2CCN(c3ccccc3F)CC2)cc1 (centres undefined)	i	-3	13	3	2
51	COc1ccccc1C(=O)Nc1ccc2c(c1)nc1n2CCSC1	i	-15	-15	5	7
52	FC(F)(F)c1ccc(C2[C@H]3CN(CC4CCCCC4)[C@H](c4ccccc4)C34CC2(c2cccnc2)C4)cc1 (some centres undefined)	i	0	19	5	-21
53	O=C(O)/C=C\C(=O)O	i	-7	-8	-5	-1

entry	Rin1 Abl inh	CendR NRP1 mod	MT1-MMP act inh	E coli Lon inh
49	-4	-15	0	3
50	-2	-4	3	-4
51	-3	-25	-6	-11
52	5	7	-10	-8
53	0	-2	4	-4

Bioassay records as filed in PubChem.
